DAX1 inh-1: NR0B1 (DAX1) inhibition; AID 504766; inhibition, % at 6.75 µM; HEK293 Gal4-DAX1 luciferase reporter, luminescence; 340,000 compounds, 0.99% hits;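 active = inhibition above the mean over all tested compounds plus 3 SD, cut at about 4.2% in these data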;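 note: 0% = DAX1-transfected cells with DMSO and 100% = empty-vector control cells with DMSO; inhibition shows as a rise in luminescence from relieved DAX1 repression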
Target sequence (P51843 207-470 limits assumed): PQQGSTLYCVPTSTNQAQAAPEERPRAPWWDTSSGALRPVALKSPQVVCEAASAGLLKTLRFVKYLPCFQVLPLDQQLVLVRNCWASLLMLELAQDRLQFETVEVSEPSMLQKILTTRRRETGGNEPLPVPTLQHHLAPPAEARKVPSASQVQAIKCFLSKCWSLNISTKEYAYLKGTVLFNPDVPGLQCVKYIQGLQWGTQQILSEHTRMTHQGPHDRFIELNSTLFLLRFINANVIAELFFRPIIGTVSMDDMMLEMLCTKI
SMARCA2 act: activators of SMARCA2 function. activation, % at 9.1 µM. MG213 cells, MMTV-luciferase reporter, dexamethasone, overnight. 370,000 compounds, 1% hits. AID 652017; in the data active = activation above about 7.8%;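 note: 0% = vehicle wells and 100% = reference activator wells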
PG9 binder: small molecules binding HIV-1 gp120 antibody PG9 | 360,000 compounds, 0.43% hits | TR-FRET gp120-PG9 antibody binding | inhibition, % at 6.7 µM; in the data active = inhibition above about 8.5%
GAA850 FXN act: frataxin GAA850 promoter activation | HEK293 lucGAA850 FXN promoter luciferase reporter, 24 h; percent of 10 µM SAHA response | 360,000 compounds, 0.56% hits | AID 540364 | activation, % at 6 µM;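 active = activation above the average of all compounds screened plus 3 SD, cutoff fixed separately per campaign, cut at about 7.5% in these data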;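 note: 0% = DMSO wells and 100% = 10 µM SAHA wells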
ADAM10 inh: ADAM10 inhibition, QFRET primary screen; AID 720582; recombinant ADAM10, EDANS/DABCYL FRET peptide cleavage, 3 h; inhibition, % at 7 µM; 370,000 compounds, 0.62% hits; O14672;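 active = inhibition above a per-campaign cutoff equal to the mean of compounds falling between control-based bounds plus 3 SD, cut at about 20% in these data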;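 note: 0% = DMSO wells while the 100% control is not disclosed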
ssDAF12 agonist: S. stercoralis DAF-12 activation, primary screen | HEK293 ssDAF-12/GRIP1 lit1-tk-luc reporter, luminescence; % of 3 µM dafachronic acid response | activation, % at 6.8 µM | 370,000 compounds, 1% hits | AID 652126;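 active = activation above the mean over all tested compounds plus 3 SD, cut at about 0.9% in these data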;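 note: 0% = DMSO-only wells and 100% = 3 µM delta7-dafachronic acid wells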
ADAM17 inh: inhibits human ADAM17; P78536; recombinant ADAM17, EDANS/DABCYL FRET peptide cleavage; inhibition, % at 6.95 µM; 370,000 compounds, 0.83% hits; AID 720648;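 active = inhibition above the mean of compounds lying between control limits plus 3 SD, set per campaign, cut at about 8.5% in these data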;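 note: 0% = DMSO-only wells as the low control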
Target sequence (P78536 215-824 limits assumed): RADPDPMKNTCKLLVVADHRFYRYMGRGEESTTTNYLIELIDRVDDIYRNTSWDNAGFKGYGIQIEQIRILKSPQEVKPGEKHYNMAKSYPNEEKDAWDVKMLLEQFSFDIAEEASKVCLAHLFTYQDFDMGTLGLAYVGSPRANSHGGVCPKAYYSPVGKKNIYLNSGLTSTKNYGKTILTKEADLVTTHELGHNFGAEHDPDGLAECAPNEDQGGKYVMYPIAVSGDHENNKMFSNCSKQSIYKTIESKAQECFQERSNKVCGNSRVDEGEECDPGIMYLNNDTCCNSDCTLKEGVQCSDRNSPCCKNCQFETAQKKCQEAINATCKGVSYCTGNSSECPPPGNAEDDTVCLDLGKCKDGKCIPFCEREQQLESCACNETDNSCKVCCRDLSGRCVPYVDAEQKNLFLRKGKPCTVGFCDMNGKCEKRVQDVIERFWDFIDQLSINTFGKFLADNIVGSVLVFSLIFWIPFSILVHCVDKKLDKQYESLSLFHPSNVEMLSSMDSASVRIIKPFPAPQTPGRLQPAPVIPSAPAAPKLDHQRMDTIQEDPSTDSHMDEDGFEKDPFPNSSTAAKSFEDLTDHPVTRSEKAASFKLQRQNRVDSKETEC
hcDAF-12 act: H. contortus DAF-12 activation, primary screen; AID 652067; activation, % at 6.8 µM; HEK293 hcDAF-12 lit1-tk-luc reporter, luminescence; 0% DMSO, 100% Δ7-dafachronic acid; 370,000 compounds, 1.4% hits;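 active = activation above the mean of all tested compounds plus 3 SD, cut at about 5.5% in these data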;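 note: 100% = response to 3 µM Δ7-dafachronic acid high control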
NPR1 activator: GC-A (human) enzyme activation; 370,000 compounds, 0.14% hits; activation, % at 10 µM; P16066; HEK293 GC-A cells, cGMP TR-FRET, EC30 ANP; 0% at EC30 ANP, 100% saturating ANP; AID 1671463; in the data active = activation above about 40%
hgDAF-12 ag: hgDAF-12 agonism, primary luciferase screen; HEK293 GAL4-hgDAF12 UAS-luciferase reporter, agonist luminescence; normalized to butyrate control; 370,000 compounds, 1.8% hits; activation, % at 6.8 µM; AID 687014;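 active = activation above a cutoff set at the mean of all screened compounds plus 3 SD, cut at about 10% in these data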;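 note: 0% = DMSO wells and 100% = sodium butyrate wells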
DAX1 inh-2: inhibitors of DAX1 repression of SF-1 activated StAR promoter. HEK293T StAR-luciferase reporter, SF-1/DAX-1 repression relief. AID 652010. 370,000 compounds, 1.1% hits. inhibition, % at 6.8 µM;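 active = inhibition above the mean over all tested compounds plus 3 SD, cut at about 3.6% in these data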;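 note: 0% = DAX-1 cells with DMSO and 100% = cells lacking DAX-1 with DMSO; higher inhibition means more luminescence from relief of DAX-1 repression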
* = called active by the depositor; . = no result given. Rows were taken by chance. Share with any hit: about 6.8%.

SMILES	DAX1 inh-1	SMARCA2 act	PG9 binder	GAA850 FXN act	ADAM10 inh	ssDAF12 agonist	ADAM17 inh	hcDAF-12 act	NPR1 activator	hgDAF-12 ag	DAX1 inh-2
CCC(=O)N(Cc1cc2c(C)cc(C)cc2[nH]c1=O)C1CCCCC1	-0.6	1	-1.0	-1.3	-39	-1.4	-8	-2.2	-1	-1.9	0.1
Cn1c(C(=O)N2CCN(Cc3ccccc3)CC2)cc2c(=O)n(C)c3ccccc3c21	-0.4	8.9*	-0.4	0.7	-42	-1.4	-8	0.1	-1	-0.3	1.8
CCNC(=O)COc1cc(C)c(Br)c(C)c1	-0.5	-3	0.9	-0.6	-4	-1.0	-3	-0.8	1	-1.2	1.9
COc1ccc(NC(=S)N2CCN(C(c3ccccc3)c3ccccc3)CC2)c(OC)c1	-1.2	-2	-0.4	-0.6	9	-1.3	4	-0.8	-5	5.2	-0.7
Cc1nn(C)c(Oc2ccc(Cl)cc2)c1C=O	0.1	-1	-0.1	-2.1	-4	-1.8	3	-1.4	-4	0.6	-0.2
Cc1cc(NCc2ccccc2Cl)n2nnnc2n1	-0.3	-1	-1.2	-2.7	-9	-0.9	-3	0.5	-1	5.2	-0.8
CCOc1ccc(N2CC(C(=O)Nc3cccc(S(=O)(=O)N4CCCCC4)c3)CC2=O)cc1 (centres undefined)	-0.2	-7	-1.3	-3.1	22*	-0.8	5	-2.6	-2	6.7	-1.2
CCCCNC(=O)C1(C)CCCCN1Cc1ccc(-c2ccccc2)cc1 (centres undefined)	.	-5	-2.3	-2.0	-5	-0.3	-5	1.0	0	3.9	-1.0
NC(=O)C1CCN(CC(=O)Nc2cc(Cl)ccc2Oc2ccccc2)CC1	0.7	3	-1.4	1.4	5	-1.3	1	-1.2	-5	-0.3	-0.2
Cc1cc(=O)[nH]c(=S)[nH]1	1.9	1	-2.2	0.3	-7	-0.9	-5	-2.5	3	1.5	0.5
Cc1cc(C)nc(-n2ncc3c2CC(C)CC3=O)n1 (centres undefined)	.	8	-3.5	-0.1	-5	-1.5	-1	-0.5	-2	-1.0	-0.1
COc1cccc(OCc2nn[nH]n2)c1	2.1	2	-0.8	0.8	-10	-1.0	-6	-1.7	1	-1.0	-0.3
CC(C)C(NC(=O)c1ccc(Br)cc1)C(=O)NC1=NCCS1 (centres undefined)	-1.1	1	0.0	0.6	-2	-1.9	1	-0.3	-5	-1.1	-0.5
Cc1cc2c(cc1S(=O)(=O)Nc1cccc(C)c1C)n(C)c(=O)c(=O)n2C	-0.7	-1	-1.2	-4.2	-23	-1.3	-5	-3.0	5	0.3	0.3
CC1CCN(c2nc3c(c(=O)[nH]c(=O)n3C)n2Cc2ccccc2Cl)CC1	0.5	2	1.1	-0.4	5	-1.1	1	-1.9	15	-1.5	-0.7
Cc1cn([C@H]2C[C@H](O)[C@@H](CNC(=O)[C@H](N)Cc3cn(COCc4ccccc4)cn3)O2)c(=O)[nH]c1=O	0.0	1	-0.2	0.6	-3	-1.4	-2	2.2	-4	-0.1	0.0
COc1cc(CN2C[C@@H](CO)O[C@@H](n3cnc4c(N5CCN(c6ccccc6)CC5)ncnc43)C2)cc(OC)c1OC	.	-3	1.0	-2.2	5	-0.9	9.1*	-2.8	-2	1.0	0.9
Cc1ccc(S(=O)(=O)NCC(=O)OCc2csc(-c3ccccc3)n2)cc1	1.4	1	0.6	-1.7	-6	-1.0	-2	-2.0	2	1.2	1.1
Cc1ccsc1C(C(=O)NCc1ccccc1)N(C(=O)c1csnn1)c1ccccc1 (centres undefined)	0.1	2	-1.8	-2.3	2	-1.2	0	1.2	-5	0.3	0.0
CCCS(=O)(=O)NC(=O)C1(C)CCCN(C(=O)c2ccccc2Br)C1 (centres undefined)	.	0	-0.6	1.5	-5	-1.0	-2	0.7	4	-2.2	-0.6
CCOc1cc(N2CCOCC2)c(OCC)cc1NC(=O)CN1CCN(Cc2ccc3c(c2)OCO3)CC1	-1.9	3	-1.9	4.0	-1	-0.6	1	1.6	9	0.4	-0.2
CN1CCN(NC(=O)/C=C/c2cccc([N+](=O)[O-])c2)CC1	0.6	-2	-0.1	0.2	-9	-0.7	-1	-0.6	-4	1.4	0.5
CCOC(=O)c1cnc2oc3ccccc3n2c1=O	0.1	3	-0.7	2.8	-22	0.1	-8	2.0	-4	2.4	-0.1
CC(=O)c1ccc(C(=O)N2CCCC(Nc3ccccc3)C2)s1 (centres undefined)	-0.4	-1	-0.5	-0.4	-2	-1.1	-2	-1.3	0	-0.2	-0.3
CC(=O)Cc1nsc(NC(=O)c2cccs2)n1	1.0	1	1.1	0.6	1	-1.0	1	-0.1	-4	-0.3	1.3

In the list so far, these contain a Cl atom:
SMILES	DAX1 inh-1	SMARCA2 act	PG9 binder	GAA850 FXN act	ADAM10 inh	ssDAF12 agonist	ADAM17 inh	hcDAF-12 act	NPR1 activator	hgDAF-12 ag	DAX1 inh-2
Cc1nn(C)c(Oc2ccc(Cl)cc2)c1C=O	0.1	-1	-0.1	-2.1	-4	-1.8	3	-1.4	-4	0.6	-0.2
Cc1cc(NCc2ccccc2Cl)n2nnnc2n1	-0.3	-1	-1.2	-2.7	-9	-0.9	-3	0.5	-1	5.2	-0.8
NC(=O)C1CCN(CC(=O)Nc2cc(Cl)ccc2Oc2ccccc2)CC1	0.7	3	-1.4	1.4	5	-1.3	1	-1.2	-5	-0.3	-0.2
CC1CCN(c2nc3c(c(=O)[nH]c(=O)n3C)n2Cc2ccccc2Cl)CC1	0.5	2	1.1	-0.4	5	-1.1	1	-1.9	15	-1.5	-0.7

(continued)
SMILES	DAX1 inh-1	SMARCA2 act	PG9 binder	GAA850 FXN act	ADAM10 inh	ssDAF12 agonist	ADAM17 inh	hcDAF-12 act	NPR1 activator	hgDAF-12 ag	DAX1 inh-2
COc1ccc(N(C(=O)c2ccncc2)S(=O)(=O)c2ccccc2)cc1	0.8	-2	0.4	-1.2	0	-0.8	0	-0.3	-4	-0.7	-0.2
N#Cc1ccc(OCC(=O)Nc2cc(S(=O)(=O)N3CCOCC3)ccc2N2CCOCC2)cc1	1.4	-1	-1.5	1.1	-2	0.4	-2	-1.6	-2	-3.0	-0.9
O=C(O)c1c(F)c(F)cc2ccccc12	1.9	-4	0.9	1.0	2	0.6	-2	1.0	3	3.2	-0.5
O=c1c2ccccc2nc2sc(Nc3ccc(F)cc3)nn12	1.4	4	12*	2.5	-2	-0.2	-4	3.3	8	5.7	1.2
Cc1ccc(SCC(=O)N(C)CC(=O)Nc2cccc(F)c2)c(C)c1	-1.3	-1	-1.4	2.6	10	-0.9	3	0.5	-1	-1.3	0.0
CCn1c(COc2ccc3c(c2)CCCC3)nnc1SCC(=O)Nc1nccs1	0.9	-3	-1.1	-1.6	20	0.0	5	0.3	1	-0.6	-0.4
Cc1cc2oc(C(=O)NCc3ccncc3)c(C)c2cc1C	-0.7	-4	2.1	0.7	-14	-1.4	-4	-2.1	12	0.6	-3.2
CCCCCCc1cc2cc(-c3nnc(-c4ccccc4OC)o3)c(=O)oc2cc1O	2.0	-2	1.7	-5.4	-144	-1.7	-64	0.7	3	3.6	1.1
Oc1[nH]c2ccccc2c1OCc1ccncc1	0.6	2	0.9	-0.3	-7	-1.1	-6	-0.3	-2	1.5	-0.3
COC(=O)c1ccc(C)c(NC(=O)c2ccc(CN3CCc4ccccc4C3)cc2)c1	-0.5	1	-0.5	-2.4	-5	-1.6	-5	-2.6	-3	-0.9	-0.7
Cc1ccc(S(=O)(=O)Nc2c(C)ccc3nsnc23)cc1	-1.4	-1	-0.1	-1.6	-5	-2.0	-3	-0.7	1	-3.2	0.1
O=C(NC1CCCC1)C(c1ccncc1)N(Cc1ccccc1)C(=O)Cc1cccs1 (centres undefined)	0.8	-3	-1.7	3.5	9	-0.4	-5	-1.6	-26	-0.2	-0.2
COc1cccc2cc(C(C)N(CCCN3CCOCC3)C(=S)Nc3ccc(C)cc3)oc12 (centres undefined)	-2.2	-6	1.4	2.7	-3	-1.9	-4	-0.6	-6	-1.5	0.2
COc1ccc(C(=O)OCC(=O)c2cc(C)n(CC3CCCO3)c2C)cc1[N+](=O)[O-] (centres undefined)	0.3	-3	-0.4	2.5	-3	-1.4	0	-2.2	0	1.9	-4.1
COc1ccc(C(=O)N2CCN(c3ccccc3)CC2)cc1S(=O)(=O)NC1CC1	3.2	1	-0.7	0.8	-8	-0.2	-1	2.2	3	3.2	2.6
COc1ccc(Cl)cc1N(CC(=O)NC1CC2CCC1C2)S(=O)(=O)c1ccccc1 (centres undefined)	0.0	0	-1.2	-2.4	8	-1.3	0	0.1	-16	-0.8	0.3
COC(=O)C1=C(C)N(CCCC(=O)O)C(=O)NC1c1cccc(OC)c1 (centres undefined)	0.1	0	3.3	0.1	3	-1.6	-7	-2.2	-2	-1.5	0.2
CCn1c(CCCNC(=O)c2cccs2)nc2ccccc21	-0.7	-1	-1.1	-0.2	-17	-1.6	-6	-2.1	-4	-5.5	1.3
O=C1CCn2nc(-c3ccc(Cl)cc3)cc2N1	2.7	1	0.0	2.9	-6	1.0*	2	4.5	5	7.6	5.3*
N#CCC(=O)Nc1ccc(C(=O)OCC(=O)NC(=O)NCc2ccco2)cc1	1.1	-3	-1.1	-0.7	-3	-1.5	-8	-0.1	-2	5.6	-0.2
COc1ccc(/C=N/n2c(COc3ccccc3)n[nH]c2=S)cc1OC	0.9	-1	-0.7	2.8	-1	-1.4	-3	-1.8	2	0.3	0.2
Cc1cccc(Nc2nnc(SCC(=O)Nc3ncc(C(F)(F)F)cc3Cl)s2)c1C	0.9	-3	-1.6	-0.8	2	-1.1	5	-2.0	0	-2.5	-1.0
Cn1c(SCC(=O)NC(=O)c2cccc([N+](=O)[O-])c2)nnc1-c1ccc(F)cc1	0.9	-1	-0.8	0.8	2	-0.6	0	-2.2	-3	0.0	0.8
COc1ccc(Cl)cc1C(=O)NNC(=O)c1ccncc1	-0.1	0	0.8	-0.5	-11	-2.0	-3	-0.9	-4	-0.6	0.3
O=C(NO)c1cc(OCC(F)(F)F)ccc1OCC(F)(F)F	0.2	0	0.4	1.7	11	-1.2	3	-1.7	1	-1.1	0.7
CC1CC(C)CN(S(=O)(=O)c2ccc(C(=O)N3CCN(c4ccccc4)CC3)cc2)C1 (centres undefined)	0.4	-2	1.4	0.1	4	-1.1	-1	-1.2	0	-0.4	-0.3
O=C(CSc1nccc(=O)[nH]1)Nc1ccc2c(c1)OCCO2	4.8*	7	-1.4	6.9	-2	0.1	0	1.5	3	11*	1.3
COc1ccc(S(=O)(=O)N2CCCCC2C(=O)O)cc1OC (centres undefined)	0.2	2	2.4	-1.8	2	-0.8	-9	0.0	3	-0.7	1.0
CCc1nc(N2CCN(C(=O)c3ccco3)CC2)c2oc3ccccc3c2n1	-0.7	-4	-1.1	-4.2	2	-1.9	1	-2.5	2	-2.4	-2.5

DAX1 inh-1, what is marked active above
Structure | DAX1 inh-1 | SMARCA2 act | PG9 binder | ADAM10 inh | ssDAF12 agonist | ADAM17 inh | hcDAF-12 act | NPR1 activator | DAX1 inh-2
O=C(CSc1nccc(=O)[nH]1)Nc1ccc2c(c1)OCCO2 | 4.8* | 7 | -1.4 | -2 | 0.1 | 0 | 1.5 | 3 | 1.3

From PubChem
